# Assay outcomes: PubChem BioAssay, National Center for Advancing Translational Sciences (NCATS)
# Giardia killer: Small Molecules that selectively kill Giardia lamblia: qHTS; 340,000 compounds, 0.15% hits; Giardia lamblia trophozoite viability; AID 540267, 2011; activity change, % at 7.66 µM, hits read low; in the data active means activity change below about -80%; inconclusive means between about -30% and that limit;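 further: parasites exposed to compound for two days anaerobically before the ATP read; on the % scale 0 is the no-effect control and ±100 the full control effect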
#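 ATP-content bioluminescence gauges trophozoite survival. Cells (100/well) receive compound and incubate anaerobically for 48 hrs at 37 deg C; detection reagent follows for 15-30 min at room temperature.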
# NPC1 promoter act: qHTS Assay for NPC1 Promoter Activators | Huh7 NPC1 promoter luciferase reporter, 24 h | Potency, µM (titrated, usually from 9.22 µM), for inactives: at the highest dose activation, actives largely listed as activators | 320,000 compounds, 2.4% hits;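 further: potency means the concentration at half of the fitted maximal effect; % of control where 0% means no effect; nearly all actives have a fitted effect of over 60% in size; reporter is driven by a mutant NPC1 promoter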
#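 Huh7 reporter cells (NPC1 promoter driving luciferase) are dosed with compound for 24 h at 37 °C, 5% CO2; luciferase detection reagent is then added and luminescence measured after 10 min at ambient temperature.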
# RORg inh: qHTS for inhibitors of ROR gamma transcriptional activity; Nuclear receptor ROR-gamma (Mus musculus), P51450; Drosophila S2 Gal4-RORgamma UAS-luciferase reporter, 20 h; Potency, µM (doses to about 53.6 µM), inactives show at the top dose activity change, negative = inhibition, usual class: inhibitors; 310,000 compounds, 5.4% hits; AID 2551, 2010; further: potency means the concentration at half of the fitted maximal effect; on the % scale 0 is the no-effect control and ±100 the full control effect; nearly all actives have a fitted effect of over 60% in size
# Target sequence (P51450 whole entry, looked up, the tested form may be a part): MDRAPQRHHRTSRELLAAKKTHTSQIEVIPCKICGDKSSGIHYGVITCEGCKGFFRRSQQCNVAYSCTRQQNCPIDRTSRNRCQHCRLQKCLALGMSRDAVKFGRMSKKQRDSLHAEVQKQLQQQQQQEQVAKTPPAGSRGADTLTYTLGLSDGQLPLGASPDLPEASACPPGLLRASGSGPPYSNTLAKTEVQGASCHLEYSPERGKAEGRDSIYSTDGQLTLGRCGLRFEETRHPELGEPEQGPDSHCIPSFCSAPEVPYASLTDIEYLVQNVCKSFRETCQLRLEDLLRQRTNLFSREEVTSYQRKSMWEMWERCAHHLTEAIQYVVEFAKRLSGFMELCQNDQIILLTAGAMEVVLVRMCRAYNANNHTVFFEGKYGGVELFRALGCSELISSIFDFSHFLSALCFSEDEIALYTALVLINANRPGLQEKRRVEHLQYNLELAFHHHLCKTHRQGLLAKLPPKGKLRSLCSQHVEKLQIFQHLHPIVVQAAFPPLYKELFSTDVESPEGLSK
#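 Read-out: Photinus luciferase luminescence; inhibitors lower reporter signal. Insect Schneider cells with Gal4-ROR gamma fusion under metallothionein promoter, UAS reporter; 700 uM final copper sulfate induction, 20 hr, ambient temperature.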
# Rab9 promoter act: qHTS Assay for Rab9 Promoter Activators; Huh7 Rab9 promoter-luciferase reporter, luminescence, 24 h; Potency, µM (highest dose often 9.22 µM), for the others: at the top dose activation, negative = inhibition, actives largely listed as activators; 320,000 compounds, 2.8% hits; AID 485297, 2010; further: potency means the concentration at half of the fitted maximal effect; % of control where 0% means no effect; nearly all actives have a fitted effect of over 60% in size
#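 Luciferase signal after 10 min detection reagent at ambient indicates Rab9 promoter upregulation; stably transfected Huh7 cells were treated 24 h with compound in DMSO at 37 °C, 5% CO2.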
# Gal4-VP16 FLuc: VP16 counterscreen qHTS for inhibitors of ROR gamma transcriptional activity. Potency, µM (doses to about 53.6 µM), without a hit: at the top dose activity, negative = inhibition, actives largely listed as inhibitors. Drosophila S2 Gal4-VP16 UAS-luciferase, luminescence, 20 h. AID 2546, 2010. 310,000 compounds, 3.5% hits;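 further: Gal4-VP16 expression switched on by copper sulfate through the metallothionein promoter; potency means the concentration at half of the fitted maximal effect; on the % scale 0 is the no-effect control and ±100 the full control effect; nearly all actives have a fitted effect of over 50% in size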
# FBPA coupling cs: qHTS Assay for Inhibitors of Fructose-1,6-bisphosphate Aldolase from Giardia Lamblia: Coupling assay counterscreen; 290,000 compounds, 0.67% hits; activity change, negative = inhibition, % at 58.2 µM, hits read low; coupling enzyme system counterscreen, AmpLite Red fluorescence; in the data active means activity change below about -30%; further: on the % scale 0 is the no-effect control and ±100 the full control effect
#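 First, compound is pin-transferred into glyceraldehyde-3-phosphate coupling-enzyme reagent at 57.5 uM final and held 10 min at RT. Next, substrate, coupling system and AmpLite Red are added. After 20 min RT, fluorescence (525/598 nm) is read.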
# uPA surface inh: qHTS for Inhibitors of Cell Surface uPA Generation; cell surface uPA generation assay, qHTS; Potency, µM (highest dose often 38.3 µM), without a hit: at the highest dose activity change, negative = inhibition, usual class: inhibitors; 330,000 compounds, 0.31% hits; active means well fitted inhibition curve with a large enough effect; inconclusive means small, poorly fitted or top-dose-only effect; inactive means no such curve, though single readings can be large or run the other way; tested in mouse RAW 264.7 cells; further: potency means the concentration at half of the fitted maximal effect; on the % scale 0 is the no-effect control and ±100 the full control effect; nearly all actives have a fitted effect of over 55% in size
# ELG1 genotoxic: qHTS screen for small molecules that induce genotoxicity in human embryonic kidney (HEK293T) cells expressing luciferase-tagged ELG1. HEK293T ELG1-luciferase reporter, luminescence, 16 h. Potency, µM (highest dose often 46 µM), for inactives: at the top dose activity change, positive = activation, actives largely listed as activators. 330,000 compounds, 1.3% hits; further: potency means the concentration at half of the fitted maximal effect; % of control where 0% means no effect; nearly all actives have a fitted effect of over 60% in size
#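 Screening used a luciferase reporter fused to human ELG1 in HEK293T cells. Luminescence was read on a CCD plate imager after 16 hr exposure and 30 min ONE-Glo incubation.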
# FLuc counter: qHTS profiling assay for firefly luciferase inhibitor/activator using purifed enzyme and Km concentrations of substrates (counterscreen for miR-21 project); Luciferin 4-monooxygenase (Photinus pyralis), P08659; Potency, µM (highest dose often 57.5 µM), for inactives: top-dose activity change, negative = inhibition, usual class: inhibitors; purified FLuc, Km substrates, luminescence inhibition; 360,000 compounds, 6.9% hits;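 further: potency means the concentration at half of the fitted maximal effect; plate controls were vehicle for no effect and reference inhibitor for full effect; nearly all actives have a fitted effect of over 55% in size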
#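 Purified P. pyralis luciferase, 10 nM final, with Km-level 10 uM D-luciferin and 10 uM ATP in 50 mM Tris acetate pH 7.5, 10 mM Mg acetate, 0.01% Tween-20, 0.05% BSA; 6-point qHTS titration about 60 µM downward; luminescence read.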
# KCNH2 3.1 inh: qHTS for Inhibitors of KCHN2 3.1: Mutant qHTS; Potassium voltage-gated channel subfamily H member 2, brain isoform KCNH2 3.1 (human); U2OS KCNH2 3.1, thallium flux FluxOr; active compounds read low; 340,000 compounds, 0.95% hits; activity change, % (tested at about 1.8 µM);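 active means maximum activity change below -70%; inconclusive means maximum activity change from -70% to -50%; inactive means maximum activity change above -50%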;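 further: thallium influx rate constant from kinetic fluorescence after stimulation buffer; on the % scale 0 is the no-effect control and ±100 the full control effect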
#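 We transduce U2OS cells with the mutant 3.1 virus, culture them overnight, load FluxOr with Red40 quencher for 45 min, then add stimulation buffer and read kinetically for 2 min to derive a normalized rate constant.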
# Tb PFK block: qHTS Assay to Find Inhibitors of T. brucei phosphofructokinase; ATP-dependent 6-phosphofructokinase (Trypanosoma brucei brucei), O15648; T. brucei PFK, ADP-Glo luminescence; Potency, µM (titrated, usually from 57.5 µM), for the others: at the highest dose activity, negative = inhibition, actives largely listed as inhibitors; 330,000 compounds, 0.17% hits; AID 485367, 2010;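 further: potency means the concentration at half of the fitted maximal effect; 0% = uninhibited 1x PFK enzyme wells and -100% = no-enzyme wells; nearly all actives have a fitted effect of over 60% in size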
# Target sequence (O15648 whole entry, looked up): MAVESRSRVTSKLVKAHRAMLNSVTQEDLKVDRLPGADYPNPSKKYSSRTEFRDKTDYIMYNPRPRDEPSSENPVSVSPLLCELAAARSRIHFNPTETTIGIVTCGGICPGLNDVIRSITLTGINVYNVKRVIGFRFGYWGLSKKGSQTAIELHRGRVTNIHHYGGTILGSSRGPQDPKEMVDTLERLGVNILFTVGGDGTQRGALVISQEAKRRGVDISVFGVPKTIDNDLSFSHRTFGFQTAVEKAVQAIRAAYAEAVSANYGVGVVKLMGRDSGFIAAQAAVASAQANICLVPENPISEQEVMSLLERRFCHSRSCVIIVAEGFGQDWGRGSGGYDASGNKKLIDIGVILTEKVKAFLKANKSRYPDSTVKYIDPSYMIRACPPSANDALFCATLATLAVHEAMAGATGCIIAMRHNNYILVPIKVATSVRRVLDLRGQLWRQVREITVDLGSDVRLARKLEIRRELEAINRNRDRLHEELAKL
#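 PFK 1.25 nM, F6P 0.5 mM, ATP 0.1 mM, 0.1 M TEA pH 8.0, 5 mM MgCl2, 0.01% Tween20, 0.1% BSA; 45 min RT. ADP-Glo readout. qHTS titration up to 57 uM; curves fitted, compounds curve-classed.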
# Active calls of the source: *; ? = inconclusive; · = no result given; [ ] = remark or other dose. Unless noted, the call rests on the fitted dose curve; in most records, active means well fitted curve in the direction sought with a large enough effect; inconclusive means small, poorly fitted or top-dose-only effect, or another doubt; inactive means no such curve, though single readings can be large; an effect the other way counts as inactive or inconclusive.
SMILES	Giardia killer	NPC1 promoter act	RORg inh	Rab9 promoter act	Gal4-VP16 FLuc	FBPA coupling cs	uPA surface inh	ELG1 genotoxic	FLuc counter	KCNH2 3.1 inh	Tb PFK block
COc1cc(NC(=O)C2Cc3ccccc3CN2S(C)(=O)=O)cc(OC)c1 (stereo unspecified)	27	-2%	10%	-1%	1%	1	2%	3%	2%	5	1%
Cc1cnc(C(=O)OCc2ccc(Br)cc2F)cn1	9	-1%	-4%	4%	?	-3	6%	0%	3%	-18	2%
Cc1ccc(NC(=O)Nc2ccc(F)c(Cl)c2)cc1	-12	?	11%	?	3%	-1	-11%	8%	4.3µM*	9	-15%
CC1Cc2nc(SCC(=O)Nc3ccc4c(c3)OCCO4)n(C)c(=O)c2S1 (stereo unspecified)	-2	4%	31%[0.365 µM]	-4%	·	6	4%	-9%	?	-1	-17%
CC(C)OCCCNC(=O)c1c(N)n(/N=C/c2ccccn2)c2nc3ccccc3nc12	29	1%	-21%	-3%	-3%	1	2%	-14%	0%	9	-3%
CC(=O)Nc1ccc(OCc2ccc3c(c2)OCO3)cc1	23	0.63µM*	27%	1.6µM*	-9%	0	0%	?	17µM*	?	-6%
CCC1CCCCN1C(=S)NC(=O)c1cccs1 (stereo unspecified)	-14	0%	0.71µM*	2%	1.1µM*	1	-3%	-4%	-4%	12	-6%
COc1ccccc1N1CCN(C(=O)c2cc3ccccc3[nH]2)CC1	-16	-2%	44%	0%	-4%	-1	8%	-2%	2%	-3	2%
CNS(=O)(=O)c1ccc(Cl)nc1	-4	-1%	34%	-5%	-9%	9	-1%	-1%	6%	7	0%
COc1cccc(CC2(CO)CCCN(Cc3sc(N4CCCC4)nc3Cl)C2)c1 (stereo unspecified)	-24	-2%	30%	1%	-6%	2	4%	-5%	0%	0	0%
O=c1c([N+](=O)[O-])c(NC2CCCCC2)c2ccccc2n1-c1ccccc1	3	-1%	31%	-3%	-9%	-8	-14%	-12%	4%	-4	-4%
CCC(C)(C)n1nnnc1C(c1cccc(C#N)c1)N1CCN(c2cccc(C)c2C)CC1 (stereo unspecified)	-4	-3%	-12%	-12%	-1%	1	2%	-6%	-1%	0	0%
CC(C)=CCC/C(C)=C/C=N/NC(=O)c1ccccc1[N+](=O)[O-]	-9	-4%	6.3µM*	-6%	11µM*	-11	-6%	2%	3%	-14	1%
NC(=S)NNC(=O)[C@@H]1CCCC[C@@H]1C(=O)O	0	-1%	7%	3%	-6%	4	0%	1%	2%	15	-2%
O=C(Cc1ccccc1)NNC(=O)C1CC=CCC1 (stereo unspecified)	-20	-2%	0%	0%	-7%	1	3%	6%	1%	13	2%

# 3 successive records out of the list so far:
SMILES	Giardia killer	NPC1 promoter act	RORg inh	Rab9 promoter act	Gal4-VP16 FLuc	FBPA coupling cs	uPA surface inh	ELG1 genotoxic	FLuc counter	KCNH2 3.1 inh	Tb PFK block
CC(C)=CCC/C(C)=C/C=N/NC(=O)c1ccccc1[N+](=O)[O-]	-9	-4%	6.3µM*	-6%	11µM*	-11	-6%	2%	3%	-14	1%
NC(=S)NNC(=O)[C@@H]1CCCC[C@@H]1C(=O)O	0	-1%	7%	3%	-6%	4	0%	1%	2%	15	-2%
O=C(Cc1ccccc1)NNC(=O)C1CC=CCC1 (stereo unspecified)	-20	-2%	0%	0%	-7%	1	3%	6%	1%	13	2%

# Later entries
SMILES	Giardia killer	NPC1 promoter act	RORg inh	Rab9 promoter act	Gal4-VP16 FLuc	FBPA coupling cs	uPA surface inh	ELG1 genotoxic	FLuc counter	KCNH2 3.1 inh	Tb PFK block
O=C(CCC(=O)Nc1ccccc1Cl)NNC(=S)Nc1ccccc1C(F)(F)F	3	2%	7.9µM*	-7%	?	·	1%	2%	6%	4	0%
CC(=O)Nc1ccc(S(=O)(=O)Nc2ccc(S(=O)(=O)N3CCCCCC3)cc2)cc1	2	4%	4%	-2%	7%	9	2%	-1%	0%	2	12%
COc1ccc(-n2nc(C(=O)NCC(=O)N3CCN(C)CC3)c3ccccc3c2=O)cc1	4	-3%	-22%	0%	-1%	5	-6%	4%	15µM*	-13	0%
Cn1cccc1C(=O)C(=O)Nc1ccccc1	-21	0.56µM*	-44%	0.63µM*	-27%	2	-12%	?	5.4µM*	-13	-13%
CCC(C)(C)NC(=O)C(c1ccc(OC)cc1)N(C(=O)CCC(=O)Nc1cc(C)on1)c1cc(OC)ccc1OC (stereo unspecified)	13	-1%	22%	-2%	7%	0	18%	-7%	1%	4	-1%
Cc1nc2c(Br)c(C)nn2c2c1CCC2	9	-6%	-10%	4%	25%	4	-7%	2%	3%	-3	-3%
O=C(NCC(=O)N1CCCCCC1)c1ccc(OC(F)F)cc1	17	-3%	20%	-5%	7%	·	0%	3%	0%	-1	1%
Cc1cc(F)ccc1NCC(=O)Nc1ccccc1Br	-4	7%	?	16%	-5%	5	-1%	7%	?	-1	0%
O=C(NCCS(=O)(=O)NCc1ccccc1Cl)c1ccc2c(c1)OCO2	15	-3%	·	-1%	·	·	8%	3%	-1%	-16	-4%
O=C(COc1ccc(Cl)cc1)N(Cc1ccccc1)c1ccccn1	25	13%	33%	0%	-3%	0	4%	0%	-2%	-9	0%
O=C(CCCN1C(=O)S/C(=C\C=C\c2ccccc2)C1=O)Nc1ccc(C(=O)O)cc1	-1	?	-21%	?	-15%	-4	-1%	22%	21µM*	8	-3%
COC(=O)CSc1nnc2n(C3CCCCC3)c(=O)c3c4c(sc3n12)CCCC4	-5	1%	20%	9%	-6%	0	-6%	-2%	1%	5	0%
O=C(Cn1cnc([N+](=O)[O-])c1)c1ccc(F)cc1	-25	0%	·	-1%	·	·	-7%	0%	1%	-11	-22%
CCN(CC(=O)Nc1cc(Cl)cc(Cl)c1)CC(=O)NC1CCS(=O)(=O)C1 (stereo unspecified)	0	·	·	·	·	·	-2%	3%	·	15	-1%
CCN1C(=O)c2ccccc2Sc2ccc(C(=O)NC(C)C)cc21	0	2%	-20%	-1%	-5%	2	-4%	-1%	-1%	-10	1%

SMILES	Giardia killer	NPC1 promoter act	RORg inh	Rab9 promoter act	Gal4-VP16 FLuc	FBPA coupling cs	uPA surface inh	ELG1 genotoxic	FLuc counter	KCNH2 3.1 inh	Tb PFK block
CCCCNC(=S)Nc1ccc(Cl)cc1	7	8%	7.1µM*	14%	?	0	0%	0%	?	8	-4%
O=C(CCNS(=O)(=O)c1ccc(Br)cc1)NC1CCCCC1	5	-7%	25%	-2%	-6%	3	-3%	?	-2%	11	7%
O=C(O)c1ccc(-n2c(-c3ccc(Br)cc3)n[nH]c2=S)cc1	2	2%	2%	3%	2%	8	1%	1%	?	-1	7%
O=C(Cn1nnc(-c2ccccc2)n1)NNC(=O)c1ccc(Br)cc1	3	1%	-19%	-3%	5%	1	-4%	-4%	-14%	7	5%
CCN1CCN(C(=O)c2[nH]c3ccc(OC)cc3c2C)CC1	-21	0%	-6%	0%	-9%	-3	5%	-7%	-2%	4	-17%
CC(Oc1ccc(F)cc1)C(=O)Nc1sc2c(c1C(=O)NCc1cccnc1)CCCC2 (stereo unspecified)	36[activator]	0%	16%	0%	-18%	-7	-5%	-8%	1%	6	1%
N#Cc1ccsc1NC(=O)CN(Cc1ccccc1)Cc1ccccc1	25	-4%	13%	-4%	-4%	1	2%	0%	-16%	-18	6%
Cc1ccc(S(=O)(=O)NC(CC(C)C)C(=O)N2CCN(C/C=C/c3ccccc3)CC2)cc1 (stereo unspecified)	9	-2%	·	-12%	·	·	14%	-10%	-2%	-27	1%
COc1ccccc1NC(=O)C12CC3CC(C1)CC(c1ccc(C)cc1)(C3)C2	-23	-1%	-20%	-7%	-6%	-1	·	1%	-1%	17	3%
O=C(Nc1cc(Cl)ccc1N1CCOCC1)c1ccc(=O)[nH]c1	-10	·	·	·	·	·	-1%	-2%	·	-10	-2%
